Compound activity as filed in PubChem.
Y pestis TopoI: inhibitors of Yersinia pestis topoisomerase I; Y. pestis Topo-I cleavage product accumulation, plate reader; activity, % at 10 µM; 360,000 compounds, 0.064% hits; in the data active = activity above about 50%, passing the limit was not always enough; note: inactives centre near 2
CCHF vOTU inh: CCHFV vOTU protease inhibition. inhibition, % at 11.5 µM. Pep-AMC fluorescence. 370,000 compounds, 0.55% hits; in the data active = inhibition above about 30%; note: 0% = vehicle wells with enzyme and 100% = no enzyme wells
VHR inh abs: DUSP3 (human) phosphatase inhibition | recombinant VHR phosphatase, pNPP absorbance | P51452 | inhibition, % at 13.3 µM | 290,000 compounds, 0.52% hits; in the data active = inhibition above about 50%; note: some compounds called inactive have numbers as strong as hits
Target sequence (P51452 whole entry, looked up): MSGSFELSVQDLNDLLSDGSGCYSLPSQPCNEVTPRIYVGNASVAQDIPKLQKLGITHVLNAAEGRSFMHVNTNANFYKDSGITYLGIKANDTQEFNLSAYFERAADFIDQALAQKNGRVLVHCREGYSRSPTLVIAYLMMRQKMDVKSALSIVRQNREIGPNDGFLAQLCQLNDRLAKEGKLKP
PrPC TRFRET: reduces human prion protein on the cell surface | cell surface PrPC, TR-FRET read-out | 370,000 compounds, 0.43% hits | inhibition, % at 13.8 µM | P04156; in the data active = inhibition above about 24%; note: 0% = median of the test wells and 100% = reference compound wells
TcdB GH inh: blocks C. difficile toxin B glycohydrolase activity | inhibition, % at 9.99 µM | TcdB glycohydrolase enzymatic assay, plate reader | 350,000 compounds, 0.24% hits | AID 652162; in the data active = inhibition above about 10%
SSB-PriA inh: K. pneumoniae PriA-SSBct interaction inhibition. AlphaScreen SSBct-PriA binding, biotinylated peptide. inhibition, % at 33 µM. 430,000 compounds, 0.6% hits; in the data active = inhibition mostly above about 37%, no sharp cut-off; inactive = mostly below about 20%;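 note: plate controls were negative control peptide for no effect and reference peptide for full effect; strong numbers were not always called active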
SARS 3CLpro inh: SARS-CoV 3CLpro protease inhibition | inhibition, % at 6 µM | 290,000 compounds, 0.14% hits | recombinant SARS-CoV 3CLpro, quenched FRET peptide cleavage | P0C6X7; in the data active = inhibition above about 12%
MazEF act: MazEF (E. coli) toxin RNase activation; 350,000 compounds, 0.32% hits; AID 504720; FAM/BHQ RNA-DNA oligo cleavage fluorescence, 5 h; activation, % at 20 µM; P0AE70; in the data active = activation above about 50%
Target sequence (P0AE70 whole entry, looked up): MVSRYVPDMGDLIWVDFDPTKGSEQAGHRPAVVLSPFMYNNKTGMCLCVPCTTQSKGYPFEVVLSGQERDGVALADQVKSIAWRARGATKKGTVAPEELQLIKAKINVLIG
BH1578 lux ind: induces V. cholerae light production without autoinducers; V. cholerae BH1578 lux reporter, luminescence, 6 h; activation, % at 18.7 µM; 350,000 compounds, 0.16% hits; in the data active = activation mostly above about 9.7%, no sharp cut-off; note: not every result past the cut was called active; inactives centre near 0; reference of the scale not given here
Rv3671c inh: inhibitors of M. tuberculosis serine protease Rv3671c; inhibition, % at 5.96 µM; 320,000 compounds, 0.048% hits; in the data active = inhibition above about 38%;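 note: extracellular domain of Rv3671c used as enzyme; 0% = enzyme with DMSO and 100% = no enzyme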
Target sequence (P9WHR9 whole entry, looked up, the tested form may be a part): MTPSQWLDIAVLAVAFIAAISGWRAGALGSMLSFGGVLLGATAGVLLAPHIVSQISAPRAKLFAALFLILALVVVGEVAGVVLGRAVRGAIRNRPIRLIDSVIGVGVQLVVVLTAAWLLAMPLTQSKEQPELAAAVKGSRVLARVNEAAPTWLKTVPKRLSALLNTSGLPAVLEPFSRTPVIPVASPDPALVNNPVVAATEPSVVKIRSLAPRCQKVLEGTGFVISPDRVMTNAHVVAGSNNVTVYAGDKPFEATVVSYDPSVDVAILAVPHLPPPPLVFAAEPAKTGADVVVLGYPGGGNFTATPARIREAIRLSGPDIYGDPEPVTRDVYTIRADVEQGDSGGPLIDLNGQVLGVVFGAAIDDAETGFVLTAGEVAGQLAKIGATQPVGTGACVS
The depositor's hits bear a star; i = inactive; . = no result given. The list is partial; rates above refer to the full screens.

SMILES | Y pestis TopoI | CCHF vOTU inh | VHR inh abs | PrPC TRFRET | TcdB GH inh | SSB-PriA inh | SARS 3CLpro inh | MazEF act | BH1578 lux ind | Rv3671c inh
Cc1cc(C)n2nc(SCCOc3ccccc3F)nc2n1 | 9.7 | -5.9 | 20.4 | 11.1 | 2.4 | 3.5 | 2.2 | -4.1 | -0.5 | 3.9
CC(C(=O)Nc1ccccc1Cl)N(c1ccccc1)S(C)(=O)=O (stereo not given) | 9.4 | -3.1 | 17.4 | 1.7 | -0.3 | -25.1 | 3.3 | 8.0 | -0.2 | 7.4
CCn1c(C(=O)O)c(S(=O)(=O)c2ccc(Cl)cc2)c2ccccc21 | -3.1 | -8.5 | -11.0 | -9.7 | 4.4 | 0.5 | 2.2 | 2.3 | 0.6 | .
Oc1ccc(C(=S)N2CCN(c3cccc(Cl)c3)CC2)cc1 | 0.7 | 12.6 | 0.6 | 3.3 | -1.8 | 6.1 | 2.3 | 6.7 | 0.5 | 3.0
COc1cccc(OC)c1C(=O)NC(=O)Nc1c(F)c(F)c(F)c(F)c1F | -1.5 | 17.8 | -9.2 | 0.7 | 0.4 | -9.9 | 1.6 | 8.4 | i | -3.2
O=C(NCc1cccc(Cl)c1)c1ccc2nc[nH]c2c1 | -5.5 | -6.9 | 55.6* | 9.0 | . | 0.5 | 1.8 | -8.0 | -0.6 | 2.9
CCOC(=O)c1cc(-c2sc(NC(=O)c3ccccc3)nc2C)n(-c2ccc(Br)cc2)n1 | 6.0 | -49.8 | . | -0.6 | 0.4 | . | . | -19.7 | i | .
CCOC(=O)CSC1=C(C#N)C(=O)NC2(CCCCC2)S1 | -2.0 | 13.4 | 20.8 | 7.8 | . | -13.6 | -4.1 | -1.6 | -0.6 | -1.0
CN(C)S(=O)(=O)c1ccc(N2CCCC2)c(C(=O)OCC(=O)NC2(C#N)CCCCC2)c1 | -2.1 | . | . | . | . | 2.2 | . | 0.1 | i | -1.8
NNC(=O)c1ccc(CSc2nc3ccccc3s2)cc1 | -5.0 | -1.5 | 28.6 | 13.2 | -2.4 | -9.8 | -2.6 | -1.4 | i | -29.1
CCCCn1c(N)c(N(CC(C)C)C(=O)C2CC(=O)N(CCc3ccccc3)C2)c(=O)[nH]c1=O (stereo not given) | -2.5 | -1.8 | -6.8 | 3.4 | -1.4 | -3.1 | 2.8 | 2.8 | i | 1.6
Cc1c(C#N)c2ccccc2n1CC(=O)NC(C)c1ccccc1 (stereo not given) | 6.7 | 4.7 | 25.4 | 2.3 | . | -9.7 | 2.9 | 1.8 | i | -1.2
CCCCC1=NN2C(=N)CC(=O)N=C2S1 | -1.5 | 15.3 | 16.4 | 4.2 | . | -10.7 | 0.7 | 7.0 | -0.4 | 6.4
O/N=C/c1ccc(-c2ccccc2OC(F)(F)F)o1 | -0.4 | 15.6 | -0.9 | 3.9 | -0.2 | i | 4.7 | 5.8 | -0.4 | 5.2
NS(=O)(=O)c1ccc(CCNC(=O)CN2CCC(Cc3ccccc3)CC2)cc1 | 5.4 | 5.5 | -2.7 | 0.9 | 7.6 | -12.9 | 4.0 | -3.5 | -1.6 | -5.8
CCn1c(COc2ccc(C)cc2)nnc1SCC(=O)NNC(=O)c1ccc(OC)cc1 | 6.8 | -2.3 | 1.2 | -7.0 | . | -12.3 | 5.0 | -1.2 | i | -15.5
Cc1ccc(C(=O)NC2(O)C(=O)c3ccccc3C2=O)cc1C | 1.4 | 49.2* | 4.8 | 9.4 | -1.1 | 0.8 | -3.1 | -9.3 | -0.7 | -126.0
Cc1ccc(NC(=O)CCC(=O)N2CCC(C)CC2)c([N+](=O)[O-])c1 | 11.0 | 6.4 | 25.7 | -20.3 | -1.2 | 0.2 | 3.4 | 2.6 | -1.0 | 7.1
COc1ccc(C2/C=C\CN(C(=O)NC34CC5CC(CC(C5)C3)C4)CC(=O)N2Cc2ccc(F)cc2)cc1 (stereo not given) | -8.7 | 1.3 | 11.1 | 5.7 | . | -14.0 | . | 2.5 | -0.3 | 0.8
CCn1c(=N)n(CC(=O)c2ccco2)c2ccccc21 | 10.0 | -4.3 | 14.4 | 2.6 | . | -2.6 | -6.8 | 3.2 | . | 1.0
CC(C)(C)N(CC#CCC(O)(c1ccccc1)C1CCCC1)CCO (stereo not given) | 18.5 | -7.2 | -3.9 | -3.1 | -0.1 | -11.2 | 5.6 | 2.4 | i | -1.4
COc1ccc(CNCCc2ccc(Cl)cc2)cc1OCc1ccccc1 | 4.5 | . | 22.3 | . | . | -12.2 | 5.6 | -4.3 | i | 15.5
CC(C)CNc1c(N)n(CC(C)C)c(=O)[nH]c1=O | 1.1 | -8.0 | 21.8 | 1.0 | 1.9 | -10.5 | 4.0 | -5.7 | -0.6 | .
C/C(CCc1ccc2c(c1)OCO2)=N\N=C1\NC(=O)CC(C(=O)Nc2ccccc2)S1 (stereo not given) | 10.2 | 4.7 | 7.7 | -4.1 | . | . | -3.2 | 1.0 | -0.6 | 0.1
CCOC(=O)c1ccc(Nc2nc(C)nc3c2nnn3Cc2ccccc2)cc1 | 14.1 | -0.6 | -16.3 | 2.8 | -0.4 | -17.3 | 4.5 | 3.9 | -2.0 | -12.1

By substructure, those above containing an NH in an aromatic ring (three)
SMILES | Y pestis TopoI | CCHF vOTU inh | VHR inh abs | PrPC TRFRET | TcdB GH inh | SSB-PriA inh | SARS 3CLpro inh | MazEF act | BH1578 lux ind | Rv3671c inh
O=C(NCc1cccc(Cl)c1)c1ccc2nc[nH]c2c1 | -5.5 | -6.9 | 55.6* | 9.0 | . | 0.5 | 1.8 | -8.0 | -0.6 | 2.9
CCCCn1c(N)c(N(CC(C)C)C(=O)C2CC(=O)N(CCc3ccccc3)C2)c(=O)[nH]c1=O (stereo not given) | -2.5 | -1.8 | -6.8 | 3.4 | -1.4 | -3.1 | 2.8 | 2.8 | i | 1.6
CC(C)CNc1c(N)n(CC(C)C)c(=O)[nH]c1=O | 1.1 | -8.0 | 21.8 | 1.0 | 1.9 | -10.5 | 4.0 | -5.7 | -0.6 | .

Later entries:
SMILES | Y pestis TopoI | CCHF vOTU inh | VHR inh abs | PrPC TRFRET | TcdB GH inh | SSB-PriA inh | SARS 3CLpro inh | MazEF act | BH1578 lux ind | Rv3671c inh
CCOc1cc(NC(=S)NCC2CCCO2)c(OCC)cc1NC(=O)C1CC1 (stereo not given) | -7.2 | -4.1 | 18.5 | 2.2 | 0.0 | -3.8 | -6.3 | -5.3 | -0.5 | 0.3
CC(C)S(=O)(=O)NC(=O)C1(C)CCN1C(=O)Cc1ccccc1Cl (stereo not given) | 2.6 | 2.1 | . | 12.4 | 0.5 | . | . | . | 1.4 | .
CCC(=O)Nc1nc2ccc3sc(C)nc3c2s1 | -6.3 | -13.6 | -7.1 | -1.3 | 2.7 | 4.9 | -2.9 | 1.2 | i | -1.8
Cn1c(N)c(C(=O)COC(=O)c2cnc(Cl)c(Cl)c2)c(=O)n(C)c1=O | 3.7 | 11.7 | 21.9 | -0.7 | -0.1 | 4.0 | -1.6 | -3.4 | -0.7 | 2.0
CCCCn1c(N)c(N(CCOC)C(=O)CC(NC(=O)c2ccccc2Cl)c2ccccc2)c(=O)[nH]c1=O (stereo not given) | 1.5 | -2.1 | . | 3.4 | -2.5 | 0.8 | . | -0.1 | i | .
CCOc1ccc(CN2CCN(Cc3cn(CC)nc3C)CC2CCO)cc1 (stereo not given) | -1.3 | -1.7 | 7.8 | -6.7 | 1.5 | -9.1 | -3.6 | 1.4 | 0.6 | 1.2
COCCN(C(=O)c1snc(C(N)=O)c1N)C(C(=O)NC1CCCCC1)c1ccc(OC)c(OC)c1 (stereo not given) | 6.3 | 10.1 | 20.5 | -1.3 | -0.9 | -3.1 | -6.2 | 8.5 | 0.3 | -3.2
O=C1C(Cl)=C(N2CCCCC2)C(=O)N1c1ccccc1Cl | -3.3 | 1.5 | 4.8 | 0.2 | . | -78.2 | 3.5 | -24.4 | -0.5 | -5.7
O=C1SCCC1NS(=O)(=O)c1ccccc1[N+](=O)[O-] (stereo not given) | 8.8 | 2.8 | 16.5 | 2.7 | 0.6 | -4.5 | 2.1 | 5.0 | -3.2 | 4.8
Cc1cccc(NC(=O)C(C)SCc2nc3sc4c(c3c(=O)[nH]2)CCCC4)n1 (stereo not given) | 5.1 | -75.6 | . | 0.9 | 2.5 | -0.8 | . | -16.1 | -0.9 | -3.7
Nc1ccc2c(c1)-c1ccc(F)cc1C2=O | -7.6 | 28.6 | . | -2.6 | 3.1 | -15.1 | . | 8.1 | i | .
O=C(Nc1ccc(Oc2ncccn2)cc1)c1ccco1 | -3.6 | -8.0 | . | 4.5 | . | -1.5 | 2.6 | 4.9 | -0.3 | 3.5
CCCCOC(=O)c1ccc(NC(=O)c2ccoc2C)cc1 | 1.5 | 18.4 | -4.0 | 9.3 | . | -22.3 | 3.6 | -5.3 | 5.3 | -15.4
Cc1nc2ccc(NC(=S)N3CCN(c4ccccn4)CC3)cc2nc1C | 7.3 | -3.8 | -8.8 | -5.5 | 0.0 | -14.3 | -3.8 | -9.1 | -0.2 | -20.8
Cc1c(Cl)cccc1NC(=O)CS(=O)(=O)c1ccccc1 | -8.0 | -7.4 | 20.7 | 13.7 | 0.9 | 2.2 | -3.6 | 11.5 | -0.4 | 2.1
Cc1ccccc1OCCC(=O)Nc1ccc(N2CCOCC2)cc1N1CCOCC1 | 15.1 | -0.4 | . | 7.5 | -1.1 | -3.9 | . | 6.5 | i | 3.5
Nc1c(N(CCC2=CCCCC2)C(=O)CCCOc2ccccc2)c(=O)[nH]c(=O)n1Cc1ccccc1 | 23.8 | 4.7 | . | 5.2 | 1.5 | 2.5 | . | -8.7 | -1.8 | -5.1
COc1ccccc1NC(=O)N1c2ccc(F)cc2CCC1C (stereo not given) | 13.3 | -11.0 | -17.1 | 4.4 | . | -19.4 | 2.5 | 4.0 | -0.2 | 4.7
CC(=O)/C=C/c1ccc(C)o1 | 8.4 | -10.2 | 37.4 | -5.0 | -0.2 | -10.0 | 3.9 | 7.0 | 8.3 | 0.0
CCN(Cc1ccccc1)C(=O)COC(=O)c1cc(S(=O)(=O)Nc2c(C)n(C)n(-c3ccccc3)c2=O)ccc1C | 6.6 | 5.2 | 25.9 | 6.7 | 1.2 | -9.2 | 0.6 | 0.9 | 0.7 | -1.9
COc1cc(NC(=O)c2onc(C)c2Cl)cc(OC)c1OC | -3.2 | -0.7 | . | 1.6 | 1.3 | 2.9 | -3.7 | -7.6 | i | -9.3
COc1ccc(C2=NOC(CNC(=S)N3CCOCC3)C2)cc1 (stereo not given) | 1.2 | -11.2 | 31.6 | 1.0 | 1.8 | 2.2 | -4.2 | 3.1 | i | 3.9
CC(=O)Nc1ccc(N=NN2CCOCC2)cc1 | 4.6 | -5.8 | 16.5 | -6.5 | 1.2 | -15.1 | -0.6 | -1.3 | 0.0 | 1.5
Cc1c(NC(=O)C(C)OC(=O)CCc2ccccc2)c(=O)n(-c2ccccc2)n1C (stereo not given) | 4.1 | 4.2 | 6.3 | -8.2 | -0.2 | -9.1 | 0.4 | -7.6 | -0.2 | 10.7
COC(=O)C1=C(c2ccc(OC)c(OC)c2)C[C@@H]2CC[C@H]1N2C(=O)NC1Cc2ccccc2C1 | 18.2 | -7.3 | . | -3.1 | 1.1 | -3.4 | . | 2.9 | i | -10.0
CC(C)c1ccc(CNc2ncccn2)cc1 | -3.3 | 8.8 | -10.3 | -4.4 | 0.8 | 4.8 | -4.0 | 9.7 | 4.8 | 5.1
O=C(CN1CCCCCCC1)Nc1ccc(Cl)cc1Cl | 5.5 | 2.5 | 34.4 | -6.7 | -2.5 | -13.9 | -1.1 | -7.1 | -0.3 | 0.7
CC(C)CNC1=C(C(=S)Nc2ccccc2)C(=O)CC(C)(C)C1 | 4.2 | 1.8 | -5.3 | 12.1 | -4.5 | -5.9 | -4.3 | -4.5 | -0.1 | -14.6
Cc1ccc(C(=O)N[C@@H](C)CN2C3=NC[C@H](Cc4ccccc4)N3C[C@H]2Cc2ccc(O)cc2)cc1Br | . | . | -12.8 | . | . | 23.0 | . | -17.5 | . | -2.7
COC(=O)c1cc(OC)c(OC)cc1NC(=O)CSc1nnnn1Cc1ccccc1 | 26.6 | 3.4 | -12.8 | 5.2 | . | -2.2 | 2.3 | 0.2 | i | -1.2
